High-throughput results deposited in PubChem by National Center for Advancing Translational Sciences (NCATS).
JMJD2A Tudor = qHTS Assay for Inhibitors of JMJD2A-Tudor Domain. Potency, µM (highest dose often 114 µM), without a hit: at the highest dose activity change, negative = inhibition, hits mostly inhibitors. 4.4% of 390,000 active. AlphaScreen JMJD2A-Tudor / H3K4me3 peptide binding. Lysine-specific demethylase 4A (Homo sapiens), O75164; further: potency means the concentration at half of the fitted maximal effect; on the % scale 0 is the no-effect control and ±100 the full control effect; nearly all actives have a fitted effect of over 50% in size
GLS inhibitor = qHTS for Inhibitors of Glutaminase (GLS). Potency, µM (top dose mostly 45.5 µM), for the others: top-dose activity change, negative = inhibition, usual class: inhibitors. 0.21% of 410,000 active. GLS enzymatic activity, qHTS titration. Glutaminase kidney isoform, mitochondrial (Homo sapiens), O94925; further: potency means the concentration at half of the fitted maximal effect; on the % scale 0 is the no-effect control and ±100 the full control effect
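Compounds were pin-transferred onto hKGA, after which L-glutamine (1 mM solution) and a detection mix of glutamate oxidase, HRP and Amplex Red were added. Initial and 30 min RT fluorescence reads were collected.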
BAZ2B block = qHTS Assay for Inhibitors of BAZ2B | Bromodomain adjacent to zinc finger domain protein 2B (Homo sapiens), Q9UIF8 | AlphaScreen BAZ2B-H3K14Ac peptide displacement | Potency, µM (titrated, usually from 114 µM), for the others: top-dose activity change, negative = inhibition, actives largely listed as inhibitors | 4.4% of 360,000 active | AID 504333, 2011; further: potency means the concentration at half of the fitted maximal effect; on the % scale 0 is the no-effect control and ±100 the full control effect; nearly all actives have a fitted effect of over 60% in size
Target sequence (Q9UIF8 whole entry, looked up, the tested form may be a part): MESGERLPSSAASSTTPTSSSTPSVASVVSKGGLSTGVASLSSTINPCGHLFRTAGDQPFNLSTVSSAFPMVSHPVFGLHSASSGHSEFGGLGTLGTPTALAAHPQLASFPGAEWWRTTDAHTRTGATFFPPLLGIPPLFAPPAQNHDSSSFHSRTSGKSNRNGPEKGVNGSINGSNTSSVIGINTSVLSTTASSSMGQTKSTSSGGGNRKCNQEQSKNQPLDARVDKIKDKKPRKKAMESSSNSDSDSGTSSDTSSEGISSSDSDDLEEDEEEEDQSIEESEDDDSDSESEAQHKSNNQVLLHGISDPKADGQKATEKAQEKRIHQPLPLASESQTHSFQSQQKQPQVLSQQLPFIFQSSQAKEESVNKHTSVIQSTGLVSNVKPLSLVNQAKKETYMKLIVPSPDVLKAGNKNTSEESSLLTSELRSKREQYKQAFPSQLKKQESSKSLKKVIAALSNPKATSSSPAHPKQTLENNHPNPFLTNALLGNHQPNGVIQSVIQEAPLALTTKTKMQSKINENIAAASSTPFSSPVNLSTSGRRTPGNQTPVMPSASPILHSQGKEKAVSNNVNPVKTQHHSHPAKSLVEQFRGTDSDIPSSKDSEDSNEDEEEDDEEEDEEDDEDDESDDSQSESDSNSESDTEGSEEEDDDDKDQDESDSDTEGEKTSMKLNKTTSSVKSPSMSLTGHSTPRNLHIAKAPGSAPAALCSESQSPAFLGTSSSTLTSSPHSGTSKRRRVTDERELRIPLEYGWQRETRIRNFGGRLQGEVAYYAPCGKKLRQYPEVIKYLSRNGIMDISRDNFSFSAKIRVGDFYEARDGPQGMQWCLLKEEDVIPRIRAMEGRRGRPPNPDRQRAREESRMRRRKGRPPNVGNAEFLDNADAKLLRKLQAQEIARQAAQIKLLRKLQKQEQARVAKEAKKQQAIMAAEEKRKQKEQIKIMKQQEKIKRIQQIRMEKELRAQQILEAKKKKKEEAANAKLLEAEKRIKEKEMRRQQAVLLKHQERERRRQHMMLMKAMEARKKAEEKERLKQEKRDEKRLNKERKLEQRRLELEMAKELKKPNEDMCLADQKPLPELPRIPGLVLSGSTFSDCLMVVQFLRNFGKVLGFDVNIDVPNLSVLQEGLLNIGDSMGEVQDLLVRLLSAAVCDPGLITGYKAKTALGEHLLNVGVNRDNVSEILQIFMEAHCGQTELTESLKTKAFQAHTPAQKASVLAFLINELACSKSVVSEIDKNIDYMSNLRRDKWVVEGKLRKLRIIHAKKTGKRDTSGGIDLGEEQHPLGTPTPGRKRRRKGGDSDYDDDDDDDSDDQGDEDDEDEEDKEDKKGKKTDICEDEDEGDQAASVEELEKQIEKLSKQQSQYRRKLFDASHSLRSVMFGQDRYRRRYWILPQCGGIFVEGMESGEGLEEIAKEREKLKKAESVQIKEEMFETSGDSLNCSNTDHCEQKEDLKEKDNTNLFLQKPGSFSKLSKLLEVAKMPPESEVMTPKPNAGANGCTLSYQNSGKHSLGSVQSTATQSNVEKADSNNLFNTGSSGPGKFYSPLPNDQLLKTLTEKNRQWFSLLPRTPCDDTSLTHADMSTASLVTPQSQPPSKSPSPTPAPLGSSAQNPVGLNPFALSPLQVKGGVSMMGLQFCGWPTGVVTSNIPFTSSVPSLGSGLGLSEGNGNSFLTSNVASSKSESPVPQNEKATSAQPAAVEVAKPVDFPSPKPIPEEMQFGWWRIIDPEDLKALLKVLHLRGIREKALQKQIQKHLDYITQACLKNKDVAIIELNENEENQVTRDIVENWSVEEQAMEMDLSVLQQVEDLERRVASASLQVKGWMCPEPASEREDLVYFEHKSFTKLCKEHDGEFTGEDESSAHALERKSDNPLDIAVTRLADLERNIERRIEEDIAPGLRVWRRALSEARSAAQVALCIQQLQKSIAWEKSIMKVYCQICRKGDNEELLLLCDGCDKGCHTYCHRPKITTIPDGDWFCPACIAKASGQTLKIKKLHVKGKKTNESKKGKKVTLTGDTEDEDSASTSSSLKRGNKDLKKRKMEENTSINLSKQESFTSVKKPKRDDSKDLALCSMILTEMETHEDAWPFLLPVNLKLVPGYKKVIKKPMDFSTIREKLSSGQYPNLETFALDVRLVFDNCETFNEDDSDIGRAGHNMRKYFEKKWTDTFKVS
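Inhibition is scored as reduced AlphaScreen emission. The BAZ2B/b-H3(5-23)K14Ac complex (50 nM each) in PBS pH 7.4, 0.01% Tween-20 meets compound (up to 110 uM) for 30 min at RT before bead addition.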
G9a inh = qHTS Assay for Inhibitors of Histone Lysine Methyltransferase G9a; Histone-lysine N-methyltransferase EHMT2 (Homo sapiens), Q96KQ7; G9a H3K9 monomethylation, AlphaScreen, 2 h; Potency, µM (doses to about 102 µM), for inactives: at the top dose activity, negative = inhibition, usual class: inhibitors; 8.8% of 350,000 active; further: potency means the concentration at half of the fitted maximal effect; on the % scale 0 is the no-effect control and ±100 the full control effect; nearly all actives have a fitted effect of over 75% in size
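Using a bead-based AlphaScreen, monomethylated H3K9 product from 2 h room-temperature reactions (G9a 20 nM, peptide 500 nM, SAM 20 uM) was detected with 0.5 ug/mL rabbit anti-H3K9me1 antibody.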
HP1b binding inh = HTS for Inhibitors of HP1-beta Chromodomain Interactions with Methylated Histone Tails. AlphaScreen HP1-beta / biotin-H3K9me3 peptide binding. Chromobox protein homolog 1 (Homo sapiens), P83916. Potency, µM (titrated, usually from 114 µM), for inactives: top-dose activity change, negative = inhibition, most hits filed as inhibitors. 0.56% of 390,000 active; further: potency means the concentration at half of the fitted maximal effect; nearly all actives have a fitted effect of over 70% in size; inactives centre near 23
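Compound inhibition of the preformed complex between 50 nM HP1-beta and 50 nM biotinylated H3K9me3 peptide was read by AlphaScreen. Buffer was PBS pH 7.4 with 0.01% Tween-20. Incubations ran 30 min at room temperature, with 10 ug/mL donor/acceptor beads.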
PI4K2A inh = qHTS for small molecular inhibitors of PI4K2A. 0.13% of 420,000 active. Phosphatidylinositol 4-kinase type 2-alpha (Homo sapiens), Q9BTU6. AID 1346378, 2018. purified PI4K2A, ADP-Glo luminescence, 1 h; active compounds read low. activity change, negative = inhibition, % at 76.9 µM; in the data active means activity change below about -50%; inconclusive means mostly about -30% to -49%;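 further: -100% = wells without enzyme as full effect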
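Compounds are screened against recombinant PI4K2A using PI as substrate and ATP, the latter dispensed at 300 microM. Reactions run one hour at ambient temperature before ADP-Glo detection; full inhibition defined by wells lacking enzyme.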
Pin1 inh = qHTS Assay to Find Inhibitors of Pin1 | Peptidyl-prolyl cis-trans isomerase NIMA-interacting 1 (Homo sapiens), Q13526 | Pin1 FP peptide displacement, HiFluor488, 10 min | Potency, µM (highest dose often 115 µM), for the others: at the highest dose activity, negative = inhibition, usual class: inhibitors | 0.009% of 390,000 active; active means well fitted inhibition curve with a large enough effect in the polarisation, with a control signal flat, not every such curve was filed as active; inconclusive means small, poorly fitted or top-dose-only effect, or effect the other way, or a change in a side signal; inactive means no such curve, though single readings can be large or run the other way; the % refers to the polarisation; further: potency means the concentration at half of the fitted maximal effect; on the % scale 0 is the no-effect control and ±100 the full control effect
Tb PGK inh = qHTS Assay to Find Inhibitors of Phosphoglycerate Kinase. Phosphoglycerate kinase, glycosomal (Trypanosoma brucei brucei), P07378. PGK/GAPDH coupled, Kinase-Glo luminescence, 60 min. Potency, µM (series often up to 57.5 µM), inactives show at the top dose activity change, negative = inhibition, hits mostly inhibitors. 0.043% of 380,000 active. AID 602233, 2012; further: potency means the concentration at half of the fitted maximal effect; on the % scale 0 is the no-effect control and ±100 the full control effect; nearly all actives have a fitted effect of over 60% in size
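Luminescent ATP detection (Kinase-Glo Plus) follows a 60-minute room-temperature incubation, with wells lacking PGK as controls. Buffer: 100 mM TEA (pH 7.6), 5 mM MgCl2, 0.01% Tween-20. Coupling enzyme GAPDH (100 nM final) supplies unstable 1,3-BPG in-well.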
ERG-DNA inh = qHTS for Small Molecule Inhibitors of the ERG Ets/DNA interaction; Transcriptional regulator ERG (Homo sapiens), P11308; fluorescence polarization, His-ERG Ets domain / labelled DNA; 0.028% of 370,000 active; Potency, µM (doses to about 76.9 µM), for the others: top-dose FP activity, negative = inhibition, most hits filed as inhibitors; AID 624246, 2012; active means well fitted inhibition curve with a large enough effect in the polarisation, with a control signal flat; inconclusive means small, poorly fitted or top-dose-only effect, or effect the other way, or a change in a side signal; inactive means no such curve, though single readings can be large or run the other way; the % refers to the polarisation;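 further: polarization taken with two DNA probes labelled with fluorescein and Texas red; potency means the concentration at half of the fitted maximal effect; % of control where 0% means no effect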
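His-tagged ERG Ets domain (1 uM in the protein solution; 300mM KCl, 50mM Tris-HCl, 1mM EDTA, 1mM DTT, pH 7.5) received compound, then a probe mix of 5 nM fluorescein-DNA and 100nM Texas-615-DNA. Fluorescence polarization was read for both dyes.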
An asterisk follows results filed as active; i = inactive; ? = inconclusive; / = not tested or not shown; & = joins results of further samples; ! = not active in a repeat; [ ] = dose if it differs, or a comment. Unless noted, the call rests on the fitted dose curve; in most records, active means well fitted curve in the direction sought with a large enough effect; inconclusive means small, poorly fitted or top-dose-only effect, or another doubt; inactive means no such curve, though single readings can be large; an effect the other way counts as inactive or inconclusive.

SMILES	JMJD2A Tudor	GLS inhibitor	BAZ2B block	G9a inh	HP1b binding inh	PI4K2A inh	Pin1 inh	Tb PGK inh	ERG-DNA inh
Cc1csc(CNc2ncnc3ccc(-c4cccc(Cl)c4)cc23)c1	-20%	2%	-37%	10%[12.7 µM]	33%[activator]	-5	6%	i	/
CCNc1nc(NCC)n2c(SCC(=O)Nc3ccc(C(F)(F)F)cc3[N+](=O)[O-])nnc2n1	15%	8%	20%	13%[59 µM]	19%	-5	2%	-6%	3%
COc1cc(OC)c(C2Oc3nc(SC)nnc3-c3ccccc3N2C(C)=O)cc1OC (stereo unspecified)	-17%	2%	-3%	-14%	22%	8	-4%	i	1%
CCCC(=O)N1CCN(c2ccc(NC(=O)c3ccc4c(c3)OCCO4)cc2)CC1	-16%	-7%	-2%	?	24%	-3	1%	-5%	-5%
Cc1ccc(/C=N/NC(=O)Cc2ccc(O)cc2)s1	-31%	21%	-31%	14%	11%	-4	-13%	-4%	-3%
CCN(CC)Cc1cc(C(C)(C)C)cc(N2CCOCC2)c1O	?	?	/	/	?	-3	-11%	6%	-4%
CCCSc1nc(SCC(=O)NCc2ccccc2)c2c3c(sc2n1)COC(C)(C)C3	2%	7%	-20%	9%[59 µM]	16%	3	7%	-4%	-2%
COC(=O)[C@]1(C)N[C@H](CN(C)C(=O)Nc2ccc(Cl)cc2)[C@@H]2C(=O)N(C)C(=O)[C@@H]21	-7%	1%	/	/	41%[activator]	-5	-16%	-2%	23%
CC(C)CN(Cc1c(O)ccc2ccccc12)CC(C)C	-15%	0%	?	/	14%	2	-9%	-5%	-4%
O=C(CN1CCN(Cc2ccc(F)cc2)C1=O)NCc1ccccc1Cl	?	5%	-13%	-8%[59 µM]	20%	3	7%	1%	0%
Cc1ccc(S(=O)(=O)N2CCN(C(=O)COC(=O)COc3ccccc3)CC2)cc1	-7%	5%	2%	19%[59 µM]	35%	-3	-2%	-1%	4%
O=c1[nH]c(/C=C/c2ccc(OC(F)F)cc2)nc2c1cnn2-c1ccccc1	0%	8%	-3%	1%	24%	2	2%	-3%	3%
NC(=O)CCCC1=NS(=O)(=O)c2ccccc2N1	-23%	3%	3%	6%	56%[activator]	5	-1%	-3%	-13%
Cc1cccc(C)c1NC(=O)CNC(=O)c1ccc(COc2ccccc2)cc1	-3%	-5%	-2%	10%[12.7 µM]	46%[activator]	0	17%	-7%	-4%
CC(NS(=O)(=O)c1ccc(CCC(=O)NCC2CCCO2)cc1)c1ccccc1 (stereo unspecified)	-5%	3%	37%[activator]	23%[59 µM]	0%	-4	-11%	-7%	-3%
O=c1[nH]c(Nc2ccc3c(c2)OCCO3)nnc1Cc1ccc(Cl)cc1	-6%	10%	-3%	-3%	11%	-4	10%	-3%	6%
CCOc1ccccc1N(CC(=O)NCCSc1ccccn1)S(=O)(=O)c1ccccc1	-2%	-7%	1%	9%[12.7 µM]	12%	1	3%	-1%	-5%
C=CCn1cc(C(=O)N2CCN(C)CC2)c(=O)c2cc(S(=O)(=O)N(CC)CC)ccc21	-7%	-7%	4%	-9%[2.33 µM]	89%[activator]	2	?	i	-4%
COc1ccc(C(=O)Nc2ccc(S(=O)(=O)NC(C)(C)C)cc2)cc1[N+](=O)[O-]	-25%	4%	-33%	-29%	13%	-4	-4%	-4%	0%
O=C(CCc1nnc(CCCCc2ccccc2)o1)NCCC1CCCCO1 (stereo unspecified)	-12%	3%	1%	3%	38%	2	-12%	-5%	-3%[15.4 µM]
C=CCn1c(SCC(=O)NC(=O)Cc2ccccc2)nnc1-c1ccccc1F	-21%	-5%	/	/	6%[57 µM]	1	0%	-4%	-1%
CC12CCC(C(=O)O)(C/C1=N\O)C2(C)C (stereo unspecified)	-16%&-4%	0%&9%	9%&1%	11%[59 µM]	20%&13%	-3&4	-1%&5%	1%	4%&2%
COc1ccc(-n2cnnc2SCC(=O)Nc2cccc(S(=O)(=O)N3CCCCC3)c2)cc1	-35%	9%	-6%	-12%[59 µM]	3%	-7	3%	i	/
O=C(Nc1ccc(F)cc1F)N1CCN(CCc2ccccc2)CC1	-21%	7%	-19%	1%	28%	-2	-3%	-4%	5%
O=C(OCC(=O)N1CCN(C(=O)c2ccco2)CC1)c1ccc(S(=O)(=O)N2CCCCC2)cc1	-6%	10%	10%	?	18%	4	33%[activator]	9%	7%
Cc1snc(SCC(=O)N/N=C(\N)COc2ccc(F)cc2)c1C#N	-13%	1%	8%	/	1%	6	?	4%	3%
O=C(Nc1ccc(Cl)c(C(F)(F)F)c1)[C@@H]1CC=C[C@@H]2CCN(Cc3ccc(Cl)c(Cl)c3)C(=O)[C@@H]21	-7%	0%	/	/	41%[activator]	2	17%	3%	3%
COc1ccc([C@@H]2CC=C(C(=O)O)[C@H](c3ccccc3)N2S(=O)(=O)c2ccccc2C)cc1	-17%	40%[activator]	7%	0%[2.33 µM]	33%	-2	-14%	i	1%
COC(=O)CSc1nnc(-c2ccccn2)n1Cc1ccco1	-13%	11%	4%	?	7%	-1	-1%	5%	-2%
Cc1nnsc1C(=O)N1CCCC(N2CCN(c3ccc(F)cc3)CC2)C1 (stereo unspecified)	-1%	22%	-16%	-6%	25%	1	4%	3%	15%
Cc1ccccc1NC(=O)Cc1nc(COC(=O)c2ccc(S(C)(=O)=O)c([N+](=O)[O-])c2)cs1	-16%	2%	6%	-4%[2.33 µM]	35%	-8	35%[activator]	0%	14%
C#Cc1ccc(CN2CCC(N3CCC(C(=O)NCc4ccccn4)CC3)CC2)cc1	-9%	-4%	-12%	/	12%	8	9%	-2%	0%
CCOC(=O)CN1C(=O)N[C@@H](CCc2ccccc2)C(C(=O)OC)=C1C	-11%	2%	/	/	47%[activator]	-3	0%	-1%	-12%
O=C(CSCC(=O)NN=Cc1ccccc1)NN=Cc1ccccc1	-8%	-3%	/	/	28%	-10	0%	-4%	40%[activator]
O=C(N/N=C/c1ccc(O)cc1O)c1ccc(CN2C(=O)c3cccc4cccc2c34)cc1	4%	0%	-2%	79µM*	55%[activator]	3	23%	-8%	18%
CCc1cc(-c2n[nH]c(=S)n2CC)cs1	8.9µM*	-15%	-12%	?	-14%	-3	0%	2%	6%
CCCCn1c(SCC(=O)Nc2ccc3c(c2)CCC3)nc2ccccc2c1=O	-23%	7%	-16%	-14%[59 µM]	15%	2	4%	6%	-2%
CCc1nnc(NC(=O)c2nc(S(=O)(=O)Cc3ccc(C)cc3)ncc2Cl)s1	14µM*!	10%&17%	?	45µM*!	-15%[57 µM]	-24&-21	-5%&-11%	2%	6%&4%
COc1ccc(C(=O)NC(=S)NCc2ccco2)cc1Br	?	-5%	?	?	?	1	3%	-1%	0%
CCCCCOC(=O)CCN1C(=O)/C(=C2\SC(=S)N(CCC(=O)OCCCCC)C2=O)SC1=S	-11%	-5%	?	/	-36%	6	23%	-9%	76%[activator]
ON=C1c2ccccc2-c2ccc(F)cc21	-15%	-1%	/	/	38%	7	-8%	-10%	-16%
CCOC(=O)C(Cc1ccccc1)c1ccnc2nc(N)nn12 (stereo unspecified)	-19%	-11%	?	-1%	31%	4	1%	i	1%
CCc1nccn1S(=O)(=O)c1ccccc1[N+](=O)[O-]	-16%	-1%	-38%	1%	36%	-3	-3%	i	5%
CSCC[C@H](N)C(=O)NC[C@H]1O[C@@H](n2cnc3c(N)ncnc32)[C@H](O)[C@@H]1O	-14%	-3%	/	/	13%	-2	-1%	-10%	-8%
COC(=O)CCC(=O)Nc1cccc2ccccc12	5%	-4%	12%	11%[59 µM]	30%	2	1%	1%	-1%
O=C(C1=C(O)C(=O)N(Cc2ccco2)C1c1cccnc1)c1cc2ccccc2o1 (stereo unspecified)	?	-12%	-7%	?	10%	-12	-14%	-1%	6%
O=C(CSc1nnc(-c2ccccc2F)o1)OCc1ccccc1	58%[activator]	1%	37%	37%[12.7 µM]	63%[activator]	3	2%	/	9%
COCCNC(=S)N/N=C/c1c2ccccc2cc2ccccc12	16%	4%	2%	79µM*	93%[activator]	-4	?	-4%	-6%
O=[N+]([O-])c1cccnc1NCCc1c[nH]c2ccccc12	-1%	-3%	-13%	-5%	26%	1	-11%	-6%	-4%
CNS(=O)(=O)c1ccc(NC(=O)c2ccc(Cl)cc2Cl)cc1	-6%	-9%	-2%	-2%	15%	3	-7%	-7%	-8%
COC(=O)c1ccc(COC(=O)[C@@H]2CC(O)CN2S(=O)(=O)c2ccccc2[N+](=O)[O-])cc1 (stereo partly specified)	-8%	10%	0%	?	20%	0	2%	2%	20%
